C2C12 statin – suppressors of simvastatin-induced myotoxicity in C2C12 myotubes. ATP luminescence, 48 h; scaled: DMSO 0, geranylgeraniol control 100. rescue of ATP level, % at 7.49 µM. AID 602340. hit rate 0.78% among 330,000;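 active = mean ATP rescue above about 67%, or every replicate alone reaching that limit, limit read from the data, passing the limit was not always enough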;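 note: myotubes were challenged with 10 µM simvastatin during compound exposure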
ARNT-TACC3 inh – disrupts binding between human ARNT and TACC3 | AlphaScreen His-ARNT PAS-B/GST-TACC3 binding, luminescence; TACC3 fragment carries E629A point mutation | inhibition, % at 9.99 µM | hit rate 0.66% among 390,000 | AID 623870;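 active = mean inhibition of replicates at least 50% and at least half of replicates each reaching 50%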;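 note: 0% = complete ARNT plus TACC3 wells and 100% = ARNT alone without TACC3; many hits fall short of the cut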
PAX8 reporter – PAX8 transcriptional activity inhibition. hit rate 1.2% among 360,000. AID 652154. RMG-I TPO-luciferase reporter, SteadyGlo, 24 h. inhibition, % at 12.6 µM;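 active = mean replicate inhibition at least 60% with every replicate also reaching 60%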;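 note: luciferase light reporting Pax8 driven TPO promoter activity; plate controls were median of neutral control wells for no effect and mitoxantrone controls for full effect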
PglD DTNB – inhibitors of Campylobacter jejuni PglD acetyltransferase; purified PglD enzyme, DTNB colorimetric CoA detection; inhibition, % at 12.5 µM; hit rate 0.098% among 360,000; in the data active = inhibition above about 16%, passing the limit was not always enough; note: strong numbers were not always called active
Cneo AK release – causes C. neoformans cell lysis; adenylate kinase release luminescence, 4 h; normalised: neutral wells 0, clomiphene wells 100; lysis activity, % at 15 µM; hit rate 0.2% among 360,000; AID 651654;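 active = mean lysis activity across replicates of at least 80%, whatever share of replicates individually reach that level; inactive = mean lysis activity below 80%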
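Signal: Adenylate kinase release luminescence | Assay system: Log-phase Cryptococcus neoformans yeast cells | Input: Cells at 5 × 10^6 per mL | Buffer or medium: Fresh YPD growth medium | Compound: Single dose | Schedule: Static 4 h at 37 °C with compound, 1 h detection | Controls: Clomiphene | Read-out: Luminescence rise reflecting yeast cell lysis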
PGC1a acetyl inh – modulators of PGC1a acetylation; U2OS PGC1a acetylation, AlphaScreen anti-acetyl-lysine; with virally co-expressed GCN5 acetyltransferase; hit rate 0.17% among 350,000; inhibition, % at 15.6 µM;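 active = every replicate shows inhibition of at least 40%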;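 note: 0% = neutral control wells and 100% = positive control wells; some results beyond the cut were filed as inactive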
GSIS activator – primary screen for activators of insulin secretion dependent on glucose, INS-1E cells, GLuc reporter luminescence; INS-1E GLuc reporter insulin secretion, 2-3 h; activation, % at 16.6 µM; hit rate 0.61% among 370,000;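 active = lowest replicate activation of at least 40%, so every replicate reaches that level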;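 note: 0% = median of neutral control wells and 100% = median of IBMX positive control wells; some compounds called inactive have numbers as strong as hits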
LGR2 antag – inhibitors of bursicon-induced Drosophila LGR2 receptor cAMP signaling | HEK293 LGR2, CRE-luciferase, bursicon-stimulated, 4 h | inhibition, % at 9.99 µM | hit rate 0.35% among 380,000 | AID 720647;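 active = drop in luminescence signal, shown as inhibition above about 50% in the replicate tests, limit read from the data, passing the limit was not always enough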;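 note: agonist challenge used bursicon conditioned medium at about half maximal strength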
The depositor's hits bear a star; nt = not tested or not shown; & = joins results of further samples.

SMILES	C2C12 statin	ARNT-TACC3 inh	PAX8 reporter	PglD DTNB	Cneo AK release	PGC1a acetyl inh	GSIS activator	LGR2 antag
CCCNC(=O)COC(=O)C1CCN(S(=O)(=O)c2ccc3c(c2)OCCO3)CC1	-31	-1	-5	-4	-1	nt	-7	-2
c1ccc(-n2nnnc2SCc2ccccn2)cc1	8	-9	-39	4	1	-3	nt	nt
Cc1cc(Nc2cccc(Cl)c2Cl)n2ncnc2n1	8	-1	-2	3	1	3	-5	13
CC(=O)N(C)C[C@H]1Oc2cc(C#C[C@@H](C)O)ccc2S(=O)(=O)N([C@@H](C)CO)C[C@@H]1C	1	-8	14	0	7	1	13	6
N#CC1CC(c2ccc([N+](=O)[O-])cc2)=NN1c1ccc([N+](=O)[O-])cc1 (stereo unspecified)	-12	7	6	1	4	nt	35	-13
Cc1ccccc1OCC(=O)NCCCNC(=O)c1ccncc1	0	nt	3	-2	-2	nt	0	14
CCOC(=O)c1[nH]c2cc3c(cc2c1NC(=O)CN1CCc2ccccc2C1)OCO3	-19	nt	nt	2	2	12	nt	nt
O=C(NCC1CCCO1)C1CCN(C2CCN(Cc3cccs3)CC2)CC1 (stereo unspecified)	16	-3	4	-1	-2	-1	12	13
CC(C)NC(=O)N(C)C[C@@H]1Oc2ccc(NS(=O)(=O)c3ccc(Cl)cc3)cc2C(=O)N([C@@H](C)CO)C[C@H]1C	-25	-5	-4	10	-2	0	-8	-4
Cc1ccc(C(C(=O)NCc2ccc(F)cc2)N(CCCO)C(=O)C2COc3ccccc3O2)o1 (stereo unspecified)	3	-11	4	-3	-3	nt	-27	-11
C[C@@H]1CN([C@H](C)CO)C(=O)CCCn2nncc2CO[C@@H]1CN(C)Cc1ccccc1	2	3	nt	1	4	-1	-1	-2
O=C(NC(C(=O)c1ccccc1)c1ccccc1)c1ccccc1 (stereo unspecified)	-15	-4	nt	-5	5	22	3	-24
COC(=O)c1c(NC(=O)c2ccccc2C(=O)O)sc2c1CCC2	-2	2	-1	-1	2	6	-11	15
Nc1nonc1-n1nnc(C(=O)N/N=C/c2ccncc2)c1-c1ccccc1	2	-2	6	14	4	8	2	-15
O=C(NCCN1CCN(c2ccccc2)CC1)C1CCN(S(=O)(=O)c2cccs2)CC1	11	-4	nt	4	2	3	nt	nt
CCCCn1c(N)c(N(CCC(C)C)C(=O)c2ccc3c(c2)OCCO3)c(=O)[nH]c1=O	nt	-7	-13	nt	nt	nt	4	3
COc1ccc(C2C(C(C)=O)=C(C)Nc3ncnn32)cc1[N+](=O)[O-] (stereo unspecified)	9	0	-5	-3	-6	2	20	6
COc1cccc(-c2cn(CC[C@@H]3CC[C@@H](NC(=O)CN(C)C)[C@@H](CO)O3)nn2)c1	3	3	-13	1	7	-2	5	-8
CC(=O)N1[C@@H]2c3ccc(-c4ccc(F)cc4)c(=O)n3C[C@@H]2[C@@H](CO)[C@@H]1C(=O)N(C)C	-13	31	3	-1	0	nt	12	-13
CCNc1nc(NCC)n2c(SCC(=O)Nc3cccc(F)c3)nnc2n1	18	2	3	-4	2	2	8	-13
Fc1ccccc1-c1nc(-c2cnccc2C(F)(F)F)no1	-4	-6	0	-3	-2	nt	-22	-6
O=C(CCc1ccc(S(=O)(=O)NCc2ccccc2)cc1)NCc1ccco1	nt	-2	157*	8	2	12	4	-2
Cc1ccc(C(=O)CC(C(=O)O)n2cnc([N+](=O)[O-])n2)cc1 (stereo unspecified)	0	-7	5	nt	nt	-5	-8	-10
O=C(c1ccc2c(c1)OCO2)N1C[C@H]2[C@@H](c3ccccc31)[C@H](CO)N2Cc1cccnc1	-29	-8	8	0	0	3	-3	-4
CN(C)CCCNC(=O)C[C@@H]1CC[C@H]2[C@@H](COC[C@H](O)CN2S(=O)(=O)c2ccc(F)cc2)O1	-14	0	2	1	4	0	9	0
Cn1c(-c2c(N)n(C3CCCC3)c3nc4ccccc4nc23)nc2ccccc21	6	-51	nt	-1	6	-7	nt	nt
C[C@H](CO)N1C[C@H](C)[C@@H](CN(C)S(=O)(=O)c2cccs2)Oc2ccc(NC(=O)Nc3ccc(F)cc3)cc2CC1=O	-11	4	13	0	0	-11	-20	4
COc1cc(NC(=O)c2cccs2)c(C(=O)OCC(=O)NC(=O)NC(C)(C)C)cc1OC	18	4	-2	-3	1	-1	nt	nt
CCCOC1CCCN(C(=O)CCc2nnc(Cc3cccc(C)c3)o2)C1 (stereo unspecified)	nt	-3	-139	nt	nt	-8	-3	-87
COc1ccc(C#Cc2cnc3c(c2)C(=O)N([C@@H](C)CO)C[C@@H](C)[C@@H](CN(C)CC2CCOCC2)O3)cc1	-16&-9	-6	8&9	-5&3	2&7	-11&4	-10&8	-19&-18
C[C@@H]1CN([C@@H](C)CO)C(=O)c2cccc(NC(=O)CCCCCC(=O)Nc3ccccc3N)c2O[C@H]1CN(C)C(=O)Nc1ccccc1	-20	14	-13	3	0	-4	-4	-11
Cc1no[n+]([O-])c1COc1ccccc1/C=N/n1nnnc1N	nt	-4	22	nt	nt	-3	22	0
CN1CCN(C(=O)c2cccn(Cc3c(Cl)cccc3Cl)c2=O)CC1	15	-12	14	-10	-2	6	24	0
CCOC(=O)c1ccc(NC(=O)c2nc[nH]c2C(=O)N[C@@H](CC(C)C)C(=O)OCc2ccccc2)cc1	7	0	-17	-7	-3	-13	nt	nt
OCCNc1ncnc2c1ncn2[C@H]1CN(Cc2ccco2)C[C@@H](CO)O1	-5	nt	-7	-4	-2	7	24	15
CCn1c(C(=O)O)c(CC(=O)Nc2ccccc2F)c2ccccc21	nt	0	9	nt	nt	nt	0	-8
C[C@]12C(=O)N(c3ccccc3)C(=O)N1[C@@H]1c3ccccc3OC[C@@H]1[C@H]2c1ccccc1	2	3	-14	2	-1	-12	6	7
Cc1[nH][nH]c(=O)c1C(c1c(C)[nH][nH]c1=O)c1cn(C)c2ccccc12	nt	36	1	nt	nt	nt	-12	15
O/N=C1\CCCc2ccc3ccccc3c21	nt	2	-6	6	-12	-2	0	-8
COc1ccc(-c2cn(CC[C@@H]3CC[C@H](NS(=O)(=O)c4ccccc4C)[C@@H](CO)O3)nn2)cc1	-16	16	4	0	2	-11	3	9
CN1CCN(C(=O)C(=O)c2cn(CC(=O)N3CCCC3)c3ccccc23)CC1	nt	-2	-7	10	-1	nt	17	6
O=C(O)c1ncn(Cc2ccccc2)c1C(=O)O	nt	62*	nt	-7	1	-16	nt	nt
O=C(c1ccco1)N1CCN(S(=O)(=O)c2ccc([N+](=O)[O-])cc2)CC1	nt	-4	7	nt	nt	nt	-5	-3
C[C@@H]1CN([C@@H](C)CO)S(=O)(=O)c2ccc(C3=CCCC3)cc2O[C@@H]1CN(C)C(=O)Nc1ccc2c(c1)OCO2	-45	1	0	-1	0	-16	-3	2
Cc1ccc(S(=O)(=O)N[C@@H]2CC[C@@H](CC(=O)NCc3ccncn3)O[C@@H]2CO)cc1	0	0	3	5	2	2	6	-20
CCCCCn1cnc2sc(CC)cc2c1=O	nt	-8	-125	-4	-2	-1	9	-54
COc1ccccc1-n1cnc2cc(NCc3cccs3)ccc21	-106	5	24	0	3	-10	nt	nt
O=S(=O)(c1ccc(Cl)s1)N1CCc2ccccc2C1	34	-11	nt	-1	1	-11	nt	nt
CC(C)CCC(CCNCc1ccccn1)c1ccc(Cl)cc1 (stereo unspecified)	2	16	-29	-12	7	nt	-10	8
Cc1cc(-c2cc(C(=O)NC3CCCC3)on2)nc(NC2CCCC2)n1	-17	1	-4	-5	6	nt	-13	-2
O=C(NC1CCCN(Cc2ccc(Cl)cc2)C1)c1c(F)ccc(F)c1F (stereo unspecified)	18	-10	-13	4	0	1	nt	8
CCOC(=O)c1cc2c(N)c(C(=O)c3cc(C#N)c(SC)nc3C)sc2nc1C	-10	-4	nt	-5	-1	9	nt	nt
CCN(CC)C(=O)c1nn(Cc2ccccc2)c(=O)c2ccccc12	4	-2	-2	6	-3	nt	30	-12
CNC[C@H](O)c1ccc(O)c(O)c1	3	8	7	-2	1	2	6	-3
C[C@@H]1CN([C@@H](C)CO)C(=O)c2cc(NC(=O)Nc3ccc(F)cc3)ccc2O[C@@H](C)CCCCO[C@@H]1CN(C)Cc1ccc(C(F)(F)F)cc1	nt	11	80*	3	-4	-6	8	22
Cc1ccccc1-c1nnc(SC(C)C(=O)NC2CCCC2)o1 (stereo unspecified)	5	-3	-12	-3	-1	0	3	11
Cc1nn(C)cc1S(=O)(=O)Nc1ccc(C(F)(F)F)cc1	nt	nt	nt	-17	0	nt	7	7
COc1cccc(NC(=O)c2cc3ccccc3oc2=O)c1	14	-19	-108	-1	-3	nt	21	25
C/C(=N\NC(=O)OC(C)(C)C)c1ccc[nH]1	-12	4	-146	1	0	-14	10	-5
COc1ccc(SC[C@H](Cc2ccccc2)N2CCN(C)CCC2=O)cc1	-5	10	-2	2	3	9	nt	nt

(listing goes on)
SMILES	C2C12 statin	ARNT-TACC3 inh	PAX8 reporter	PglD DTNB	Cneo AK release	PGC1a acetyl inh	GSIS activator	LGR2 antag
COc1ccc(S(=O)(=O)N2CCCCCC2)cc1C(=O)N1CCN(C(C)=O)CC1	-11	nt	7	3	-9	3	9	-22
COc1ccc(NC(=O)N(C)C[C@@H]2Oc3ccc(NS(=O)(=O)c4ccccc4)cc3CC(=O)N([C@H](C)CO)C[C@@H]2C)cc1	4	nt	nt	nt	nt	3	6	6
Cc1ccc(N(NC(=O)C(O)(c2ccccc2)c2ccccc2)C(=O)CCl)cc1	nt	-5	107*	nt	nt	nt	82*	-13
Cc1ccnc2nc(C(=O)NCc3cccs3)nn12	2	4	nt	2	-1	4	nt	nt
Cc1[nH]c2c(C)cccc2c1CCNC(=O)c1ccc2c(c1[N+](=O)[O-])C(=O)c1ccccc1C2=O	12	-8	nt	-6	-3	0	nt	nt
COc1cccc(NC(=O)N2C[C@@H](O)COC[C@H]3O[C@@H](CC(=O)NC4Cc5ccccc5C4)CC[C@@H]32)c1	-18	10	1	1	-1	0	-13	-6
Clc1ccc(-c2n[nH]c3c2CCC3)cc1Cl	-3	0	nt	-3	13	-8	nt	nt
Cc1cccc(C)c1NC(=O)CNC(=O)CN1C(=O)NC2(CCc3ccccc32)C1=O (stereo unspecified)	0	-3	12	2	0	6	4	0
Cc1cccc(Cn2nc(C)c(NC(=O)c3ccc(F)cc3)c2C)c1	nt	-21	-1	nt	nt	-6	-25	-18
CCN(CC(=O)Nc1c(F)cccc1F)C(=O)C1CC(=O)N(CCc2ccc(OC)c(OC)c2)C1 (stereo unspecified)	3	0	-4	3	2	-1	9	6
CC(C)c1ccc(NNC(=O)C2CCC2)cc1	10	-17	3	nt	nt	3	-41	-3
Cc1ccc(C)c(S(=O)(=O)NCCCn2ccnc2)c1	7	-1	-20	-4	0	-7	-3	-4
O=C(COC(=O)Cc1ccc(S(=O)(=O)N2CCOCC2)s1)Nc1ccc(OC(F)F)cc1	0	-7	-12	-2	3	-6	-16	-4
O=C(NN1c2ccccc2CCc2ccccc21)c1ccccc1Br	12	-1	nt	-8	1	-58	nt	nt

3 consecutive entries from above:
SMILES	C2C12 statin	ARNT-TACC3 inh	PAX8 reporter	PglD DTNB	Cneo AK release	PGC1a acetyl inh	GSIS activator	LGR2 antag
Cc1ccc(C)c(S(=O)(=O)NCCCn2ccnc2)c1	7	-1	-20	-4	0	-7	-3	-4
O=C(COC(=O)Cc1ccc(S(=O)(=O)N2CCOCC2)s1)Nc1ccc(OC(F)F)cc1	0	-7	-12	-2	3	-6	-16	-4
O=C(NN1c2ccccc2CCc2ccccc21)c1ccccc1Br	12	-1	nt	-8	1	-58	nt	nt

From PubChem

This is a random part of the collection (roughly 2.9% active in at least one column).
